DT40 TDP1 no CPT: qHTS for Inhibitors of human tyrosyl-DNA phosphodiesterase 1 (TDP1): qHTS in cells in absence of CPT; DT40 Tdp1-/- hTDP1 cells, no CPT, ATP luminescence, 48 h; AID 686978, 2013; 420,000 compounds, 15% hits; Potency, µM (top dose mostly 46.2 µM), for the others: top-dose activity change, negative = growth inhibition, usual class: inhibitors; further: nearly all actives have a fitted effect of over 55% in size
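DT40 Tdp1-/-;hTDP1 cells, no CPT (DMSO vehicle only), 400 cells/well; compounds pin-transferred; ≥48 hr, 37 °C; CellTiter-Glo 30 min RT dark, luminescence read.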
DT40 TDP1 CPT: growth inhibition of DT40 Tdp1-/-;hTDP1 cells with camptothecin (screen for TDP1 inhibitors); chicken DT40 Tdp1-/-;hTDP1 cells + 20 nM CPT, ATP luminescence, 48 h; Potency, µM (titrated, usually from 46.2 µM), inactives show at the highest dose activity change, negative = growth inhibition, usual class: inhibitors; 420,000 compounds, 12% hits; further: nearly all actives have a fitted effect of over 55% in size
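Chicken DT40 Tdp1-/- cells complemented with human TDP1, 400 cells/well, exposed to compounds plus 20 nM camptothecin for at least 48 h at 37 C; viability read as ATP content by CellTiter-Glo luminescence.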
KAT2A inh: blocks human GCN5L2 histone acetyltransferase; 390,000 compounds, 0.21% hits; Potency, µM (doses to about 58.9 µM), inactives show at the highest dose activity change, negative = inhibition, usual class: inhibitors; Q92830; GCN5L2 HAT assay, ThioGlo1 CoA-SH fluorescence
Target sequence (Q92830 whole entry, looked up): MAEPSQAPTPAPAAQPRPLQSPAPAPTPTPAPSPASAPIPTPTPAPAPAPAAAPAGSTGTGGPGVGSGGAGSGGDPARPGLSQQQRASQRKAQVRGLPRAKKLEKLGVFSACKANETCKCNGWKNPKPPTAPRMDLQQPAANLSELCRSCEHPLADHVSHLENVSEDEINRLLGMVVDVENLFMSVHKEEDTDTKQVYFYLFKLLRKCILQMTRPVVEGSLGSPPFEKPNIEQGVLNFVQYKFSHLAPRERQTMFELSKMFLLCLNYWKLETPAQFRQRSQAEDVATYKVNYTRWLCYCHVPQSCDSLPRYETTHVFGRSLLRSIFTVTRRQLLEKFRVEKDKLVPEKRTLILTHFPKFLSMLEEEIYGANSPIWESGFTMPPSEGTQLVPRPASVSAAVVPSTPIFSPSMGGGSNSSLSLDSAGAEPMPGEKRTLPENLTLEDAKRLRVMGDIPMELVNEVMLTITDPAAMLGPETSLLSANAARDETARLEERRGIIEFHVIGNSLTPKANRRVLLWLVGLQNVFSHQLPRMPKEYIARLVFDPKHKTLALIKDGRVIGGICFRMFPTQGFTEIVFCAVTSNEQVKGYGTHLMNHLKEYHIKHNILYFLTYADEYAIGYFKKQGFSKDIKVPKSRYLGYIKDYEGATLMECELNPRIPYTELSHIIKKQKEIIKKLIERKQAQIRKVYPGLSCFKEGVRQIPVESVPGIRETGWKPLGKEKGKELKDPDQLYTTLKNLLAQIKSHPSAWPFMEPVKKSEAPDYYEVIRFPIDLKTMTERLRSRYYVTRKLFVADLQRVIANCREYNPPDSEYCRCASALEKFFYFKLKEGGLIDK
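Compounds, pin-transferred from DMSO stocks, meet 20nM GCN5L2 for 15 min before the reaction begins with H3(1-25) peptide (75uM) and acetyl-CoA (70uM). Thiol-reactive ThioGlo1 reports CoA release over 20 min at room temperature.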
* hit, by the source's call; ? = inconclusive; . = not tested or not shown; & = joins results of further samples; [ ] = dose if it differs, or a comment. The call rests on the fitted dose curve; in most records, active means well fitted curve in the direction sought with a large enough effect; inconclusive means small, poorly fitted or top-dose-only effect, or another doubt; inactive means no such curve, though single readings can be large; an effect the other way counts as inactive or inconclusive. On the % scale 0 is the no-effect control and ±100 the full control effect; potency means the concentration at half of the fitted maximal effect. Random draw from the library; about 18% have a hit in one of these screens.

SMILES	DT40 TDP1 no CPT	DT40 TDP1 CPT	KAT2A inh
CC1C=CCC2C(=O)N(c3ccc(OC(=O)c4ccco4)cc3)C(=O)C12 (centres undefined)	1%	-18%	-3%
O=c1oc2ccccc2c(NCc2ccccc2F)c1[N+](=O)[O-]	-29%	0%	7%
COc1cc(Cl)ccc1OC1(C)CCN(Cc2cccc(OC)c2OC)C1 (centres undefined)	16µM*	13µM*	.
COc1ccccc1CNC(=O)c1cc2sccc2n1Cc1ccc(F)cc1	23µM*	21µM*	4%
Cc1cccc(NC(=O)c2cc3c([nH]c2=O)CC(c2ccccc2)CC3=O)c1 (centres undefined)	-19%	-29%	2%
Cn1nc([N+](=O)[O-])c(C(C#N)c2ccccn2)c(Cl)c1=O (centres undefined)	3.7µM*	5.2µM*	-10%
O=C(O)C1CCc2sc3[nH]c(=S)n(-c4ccccc4)c(=O)c3c21 (centres undefined)	17%	22%	-17%
Cc1ccc(NC(=O)Cn2c(=O)n(Cc3nc(C)no3)c(=O)c3cc4c(cc32)OCO4)c(Cl)c1	-12%	7%	-8%
COCC(=O)OCC(=O)Nc1cc(C)c(C)cc1[N+](=O)[O-]	-2%	-4%	2%
Cc1cn([C@H]2C[C@H](O)[C@@H](CCC(=O)NC(c3ccccc3)c3ccccc3)O2)c(=O)[nH]c1=O	1%	7%	.
CC(C)C(=O)N1CCC1(C)C(=O)Nc1ccc(-n2cccc2)cc1 (centres undefined)	?	?	.
Cc1cccc(NC(=O)CSCc2nc3c(nnn3Cc3ccc(F)cc3)c(=O)[nH]2)c1C	-5%	7%	-1%
COc1ccccc1-c1c(C)oc2c(CN3CCN(CCO)CC3)c(O)ccc2c1=O	-4%	-13%	-8%
CC(=O)c1ccc(S(=O)(=O)N(C)C(C)CCc2ccco2)cc1 (centres undefined)	-18%	?	0%
Cc1ccc(C)c(NC(=O)C2CCC(C)(C(=O)O)C2(C)C)c1 (centres undefined)	-7%	8%	-1%
CC(C)Sc1nc(-c2ccccc2)cc(=O)[nH]1	-9%	-18%	-6%
O=C(CSc1nnc(Cn2c(=O)sc3ccccc32)n1CCc1ccccc1)N1CCOCC1	-30%	-21%	-11%
C[C@@H]1CCCCO[C@H](CN(C)S(=O)(=O)c2cccs2)[C@@H](C)CN([C@H](C)CO)C(=O)c2cc(NC(=O)Nc3ccc4c(c3)OCO4)ccc2O1	?	?	.
CCN(CC)S(=O)(=O)c1ccc(C(=O)OCCN2C(=O)CCC2=O)cc1	-8%	-3%	-5%
CC(=O)c1cccc(NC(=O)CCS(=O)(=O)c2ccc(Br)s2)c1	?	7%&-5%	-5%&0%
C=CCN1N=C(c2ccc(Cl)s2)CSC1=O	2%	6%	-14%
CC1=C(C(=O)c2ccccc2)C(c2ccc(O)cc2)NC(=S)N1 (centres undefined)	3%	-3%	-2%
COc1cc2c(cc1OC)C1CCC3=C([C@H](C)OC3=O)N1CC2 (some centres undefined)	9%[9.04 µM]	15%[9.04 µM]	.
COc1ccc(CC(=O)Nc2cccc(S(=O)(=O)N3CCCCCC3)c2)cc1OC	7.3µM*	6.5µM*	-5%
CCNC(=O)C1(C)CCCN1Cc1ccccc1Cl (centres undefined)	?	23µM*	.
CCN(CC(=O)Nc1cc(Cl)ccc1C)C(=O)c1ccc(N2CCCC2=O)cc1	-5%	-12%	2%
CCOC(=O)[C@H]1[C@H]2COc3cc(OC)ccc3[C@@H]2N2C(=O)CN(Cc3ccccc3)C(=O)[C@@]12C	-23%	-27%	-20%
CCc1nc(SCC(=O)NCCc2ccccc2)c2c(=O)n(C)c(=O)n(C)c2n1	-2%	-13%	21%
O=C(/C=C\Nc1ccccn1)c1ccc(Cl)cc1	?	?	?
CCN(CC)Cc1cc(Nc2c3ccccc3nc3c4ccccc4n(C)c23)cc(CN(CC)CC)c1O	5.8µM*	2.6µM*	.

Of the compounds above, 3 have fluorine.
SMILES	DT40 TDP1 no CPT	DT40 TDP1 CPT	KAT2A inh
O=c1oc2ccccc2c(NCc2ccccc2F)c1[N+](=O)[O-]	-29%	0%	7%
COc1ccccc1CNC(=O)c1cc2sccc2n1Cc1ccc(F)cc1	23µM*	21µM*	4%
Cc1cccc(NC(=O)CSCc2nc3c(nnn3Cc3ccc(F)cc3)c(=O)[nH]2)c1C	-5%	7%	-1%

(cont.)
SMILES	DT40 TDP1 no CPT	DT40 TDP1 CPT	KAT2A inh
CCCCNC(=O)c1ccc(NC(=O)C2CCCO2)cc1 (centres undefined)	-4%	-19%	0%
O=c1cc(CO)oc(C(Nc2cccc(C(F)(F)F)c2)c2ccccn2)c1O (centres undefined)	-7%	1%	-6%
CS(=O)(=O)c1ccc2nc(NC(=O)c3ccc(S(=O)(=O)NCC4CCCO4)cc3)sc2c1 (centres undefined)	5%	?	-9%
COc1cc(NC(=O)CSCc2ccccc2)c(C(=O)O)cc1OC	6%	0%	-15%
CCC[N+](CC#CCO)(CC#Cc1ccccc1)CCC	-3%	1%	-3%
C=CCn1c(SCC(=O)NC(=O)NCC(C)C)nnc1C1CCCCC1	?	-18%	-1%
COc1cccc(CNc2nc(NC(C)C)nc3ccsc23)c1	?	23µM*	.
O=C(O)c1cccc(N2C(=O)c3ccc4c5c(ccc(c35)C2=O)C(=O)N(c2cccc(C(=O)O)c2)C4=O)c1	-8%	-8%	-14%
Brc1ccc2nc(C3CCCCC3)c(Cc3ccccc3)n2c1	?	?	.
CCOC(=O)c1ccc(NC(=O)CCNS(=O)(=O)c2ccc3c(c2)oc(=O)n3C)cc1	-5%	-13%	?
COc1ccccc1-c1nc2n(n1)C(c1cccs1)C(C(=O)Nc1cccnc1)=C(C)N2 (centres undefined)	-16%	-14%	-3%
O=C(COC(=O)c1ccc(-c2ccccc2)cc1)Nc1ccccc1-c1ccccc1	10µM*	?	-8%
CC(=O)Cc1nsc(Nc2cccc(C)c2)n1	-19%	12%	-2%
CCc1ccc(N(CC(=O)NC2CCCC2)S(=O)(=O)c2c(C)noc2C)cc1	-27%	-10%	-5%
CC1CCN(c2ccc(NC(=O)c3ccccc3[N+](=O)[O-])cc2)CC1	-36%	-13%	21%
O=C(c1cccnc1)N1CCN(c2c(Cl)cccc2[N+](=O)[O-])CC1	8.2µM*	-21%	-4%
CCn1cc(Cl)c(C(=O)Nc2cccc(CN3CCOCC3)c2)n1	31%[activator]	21%	-2%
CC(=O)Nc1ccc(S(=O)(=O)NCCC(=O)OCc2nc(N)nc(Nc3ccccc3C)n2)cc1	-2%	-5%	-12%
Oc1ccccc1N=Cc1ccc[nH]1	?	?	1%
COc1cccc(NC(=O)c2c(C)cc(C)cc2CC(C)(C)C(=O)O)c1	-25%	3%	0%

Structures above with bromine, in the order listed:
SMILES	DT40 TDP1 no CPT	DT40 TDP1 CPT	KAT2A inh
CC(=O)c1cccc(NC(=O)CCS(=O)(=O)c2ccc(Br)s2)c1	?	7%&-5%	-5%&0%
Brc1ccc2nc(C3CCCCC3)c(Cc3ccccc3)n2c1	?	?	.

The results go on:
SMILES	DT40 TDP1 no CPT	DT40 TDP1 CPT	KAT2A inh
CC(Sc1nnc(COc2ccc(Cl)cc2)n1-c1ccccc1)C(=O)O (centres undefined)	-5%	-9%	-3%
CCOc1cc(OCC)cc(C(=O)O)c1	-2%	-7%	-13%
CC1=C(C(=O)N2CCCCCC2)CC(CC(=O)NCCCN(C)C)C(=O)N1Cc1ccc(C(C)(C)C)cc1 (centres undefined)	?	8.3µM*	.
Cc1cc(NC(=O)COC(=O)c2ccccc2S(=O)(=O)N(C)c2ccccc2)no1	?	1%	-7%
O=C1CCCC/C=C\C[C@H](CC(=O)N(CCO)Cc2ccccc2)C(=O)N[C@@H](c2ccccc2)CO1	-22%	?	0%
CCCCCOc1ccc2oc(=O)c3c(c2c1)CCCN3C(=O)CN1CCCC(C(=O)OCC)C1 (centres undefined)	?	?	-24%
NC1=NC(=O)C(Cc2ccc(F)cc2)S1 (centres undefined)	3%	-2%	-9%
CN(C)CCNC(=O)C1(C)Cc2c(-c3cccc(C(F)(F)F)c3)ccnc2O1 (centres undefined)	6.5µM*	-73%	.
COc1ccccc1C(=O)Nc1ccccc1C(=O)OCc1cc(=O)n2ccsc2n1	-7%	-17%	6%
CCOC(=O)Nc1cc(C(=O)OC)cc(C(=O)OC)c1	-4%	-2%	-5%
Cc1ccc(NC(=O)COC(=O)c2cc(=O)c3cc(F)ccc3o2)cc1	4%	11%	-6%
Clc1ccc2c(ccc[n+]2CCC2CCCCC2)c1	8.9µM*	10µM*	.
CC(=O)NC(CCS(C)(=O)=O)C(=O)Nc1cc(C)ccc1C (centres undefined)	0%	-9%	-1%
N#Cc1ccccc1NC(=O)c1ccccc1OCC(=O)Nc1ccc2c(c1)oc1ccccc12	?	?	.
CC(=O)N1CCc2c(sc3c2c(=O)n(-c2ccccc2)c(=O)n3CC(=O)c2ccccc2)C1	-29%	25%	1%
COCCn1c(SCC(=O)c2ccc(Cl)cc2)nnc1C(C)C	21µM*	?	-4%
CC1CCN(Cc2cc(=O)oc3ccc(C(C)C)cc23)CC1	?	26µM*	-5%
CCC(CC)c1nnc(NC(=O)c2ccc([N+](=O)[O-])cc2)s1	-4%	4%	0%
CC(=O)C1C(=O)CC(c2ccc(Cl)cc2)CC1=O (centres undefined)	-14%	-7%	-5%
Cc1noc(-c2ccc(C(F)(F)F)cc2)c1NC(=O)Nc1ccc(Cl)cc1	3.7µM*	4.6µM*	0%
CCN(C(=O)CO/N=C/c1ccc(OC)cc1OC)c1c(N)n(Cc2ccccc2)c(=O)[nH]c1=O	2%	-7%	4%
COc1cc(Cl)c(NC(=O)CCS(=O)(=O)c2cc3c(cc2Cl)NC(=O)CO3)c(OC)c1	-23%	3%	-5%
CCC(C)(C)n1nnnc1C(c1cc2ccc(OC)cc2[nH]c1=O)N1CCN(C2CCCCC2)CC1 (centres undefined)	-10%	-27%	-1%
CCOc1ccc(CNc2ccc(N3CCCC3)cc2)cc1	8.2µM*	9.2µM*	-1%
COC(=O)CSc1nnc(-c2cccc(O)c2)o1	16%	24%	-5%
Cc1nc(N2CCN(c3ccccn3)CC2)c2c(C)c(C(=O)Nc3ccc(F)cc3)sc2n1	21µM*	?	-9%
Cc1cccc(-n2c(N)cc(=O)nc2SCC(=O)Nc2cc(C)on2)c1	3%	-8%	-1%
O=C(O)C1CCN(C(=O)CSc2nnc3ccccn23)CC1	22%	13%	-2%
CCOC(=O)C(Sc1cc(-c2ccccc2)nc2ncnn12)C(C)=O (centres undefined)	18µM*	?	-1%
O=S(=O)(Nc1ccc(-n2cnnn2)cc1)c1cccs1	-13%	-2%	-2%
CN(CC(=O)Nc1cccc(F)c1)C(=O)Cc1ccsc1	-20%	-19%	.
Cc1cc(C)c2nc(SCC(=O)NCCN3C(=O)CSC3=O)cc(C)c2c1	?	?	-17%
CC1(CC(=O)N/N=C/c2cc([N+](=O)[O-])c(O)cc2O)OCCO1	?	?	-6%
CC(C)CCNC(=O)c1nn(C)c2c1CSc1ccccc1-2	18µM*	?	-3%
CC1(C)CC(=O)C=C(c2ccc(COC(=O)C3CC3)cc2)C1=O	?	-9%	.
CC(C)N(C(=O)COC(=O)[C@H](C)NC(=O)c1ccco1)c1ccccc1	-6%	-20%	-2%
Cc1cc(C(=O)CSc2nnc(N)s2)c(C)n1CCc1ccc(F)cc1	-29%	?	-3%
CCOC(=O)N1CCN(C(=O)c2ccc(CS(=O)(=O)c3ccccc3OC)o2)CC1	-22%	-4%	-10%
CN(c1ccc(C(=O)NCc2cccnc2)cc1)S(=O)(=O)c1ccc(Cl)cc1	-26%	-11%	-18%
COc1cccc(-c2cc(NCc3ccc(OC)cc3OC)ncn2)c1	13µM*	10µM*	-15%

Entries of single compounds, quoted from the list.
`CC1(CC(=O)N/N=C/c2cc([N+](=O)[O-])c(O)cc2O)OCCO1` across the screens: DT40 TDP1 no CPT: ?; DT40 TDP1 CPT: ?; KAT2A inh: -6%
`CC1(C)CC(=O)C=C(c2ccc(COC(=O)C3CC3)cc2)C1=O` across the screens: DT40 TDP1 no CPT: ?; DT40 TDP1 CPT: -9%; KAT2A inh: .

More structures follow.
SMILES	DT40 TDP1 no CPT	DT40 TDP1 CPT	KAT2A inh
C=CCn1c(SCCC(=O)O)nnc1-c1cccs1	-21%	3%	-4%
COc1ccc(Cc2c(-c3ccccc3)nc3ccc(Br)cn23)c(C)c1	21µM*	21µM*	.
CC(C)C[C@H]1CN([C@@H](CC(C)C)CN2CCC[C@@H]2CN2C(=O)C(=O)NC[C@@H]2Cc2ccccc2)C(=O)C(=O)N1CCc1ccccc1	16µM*	?	.
O=C(COc1ccccc1)Nc1ccc(CN2CCCCC2)cc1	-3%	6%	-29%

Bioassay records: PubChem BioAssay, National Center for Advancing Translational Sciences (NCATS)
